TRAIL sens C8 = sensitizes caspase-8 expressing cells to TRAIL; AID 624354; inhibition (viability loss, TRAIL sensitization), % at 10 µM; NB7+C8 cells + TRAIL, ATPlite viability luminescence; 360,000 compounds, 1% hits;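 active = compounds causing at least 50% loss of cell viability in the single-dose screen, relative to plate controls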
NR5A2 inv ag = inverse agonists of human LRH-1 (NR5A2). O00482. HEK293T StAR-luciferase reporter, LRH-1 transfected, 24 h. inhibition, % at 3.6 µM. 360,000 compounds, 0.13% hits. AID 602396;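 active = inhibition above the mean inhibition of all tested compounds plus 3 SD, cut at about 73% in these data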;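 also: 0% = DMSO wells and 100% = reporter-only cells lacking LRH-1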
EBV LMP1 NFkB = inhibitors of Epstein-Barr LMP1-induced NF-kappaB reporter; LMP1-induced NF-kappaB luciferase reporter cells, luminescence; inhibition, % at 12.5 µM; 350,000 compounds, 0.69% hits; AID 504558; in the data active = inhibition above about 41%;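 also: 0% = neutral control wells and 100% = reference inhibitor control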
NCOA1 inh = human NCOA1 inhibition; HEK293 GAL4-SRC1 luciferase reporter, luminescence; inhibition, % at 3.6 µM; 360,000 compounds, 0.12% hits; AID 588354;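 active = inhibition above the campaign mean plus 3 SD, with each screening campaign given its own cutoff, cut at about 60% in these data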;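 also: 0% = DMSO treated cells and 100% = gossypol at 36 µM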
SRC3 inh = human NCOA3 inhibition; inhibition, % at 3.6 µM; HEK293 GAL4-SRC3 luciferase reporter, luminescence; 360,000 compounds, 0.17% hits; Q9Y6Q9;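 active = inhibition above a per-campaign cutoff, the mean of all compounds plus 3 SD, cut at about 60% in these data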;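 also: 0% = DMSO-treated cells and 100% = gossypol-treated cells at 36 µM; higher means less SRC3-driven luciferase light from the GAL4 reporter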
NOD2 RIPK2 PPI = blocks binding of human NOD2 to RIPK2. O43353. CHO BLA complementation NOD2-RIPK2, CCF4 ratio. inhibition, % at 4.98 µM. 360,000 compounds, 0.38% hits. AID 624267; in the data active = inhibition above about 21%;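 also: 0% = vehicle only and 100% = reference blocker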
TWEAK Fn14 block = blocks TWEAK-Fn14 interaction in a reporter cell assay; AID 1159606; inhibition, % at 10 µM; 360,000 compounds, 2% hits; TWEAK-stimulated Fn14 reporter cells, luciferase luminescence, 8 h; in the data active = inhibition above about 50%
SRC2 inh = inhibits human steroid receptor coactivator 2; AID 651957; 370,000 compounds, 0.17% hits; inhibition, % at 9 µM; HEK293 GAL4-SRC2 luciferase reporter, luminescence; Q15596;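 active = inhibition above the mean inhibition of all tested compounds plus 3 SD, set per campaign, cut at about 52% in these data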;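 also: 0% = DMSO treated cells and 100% = cells given Gossypol at 36 µM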
Target sequence (Q15596 whole entry, looked up, the tested form may be a part): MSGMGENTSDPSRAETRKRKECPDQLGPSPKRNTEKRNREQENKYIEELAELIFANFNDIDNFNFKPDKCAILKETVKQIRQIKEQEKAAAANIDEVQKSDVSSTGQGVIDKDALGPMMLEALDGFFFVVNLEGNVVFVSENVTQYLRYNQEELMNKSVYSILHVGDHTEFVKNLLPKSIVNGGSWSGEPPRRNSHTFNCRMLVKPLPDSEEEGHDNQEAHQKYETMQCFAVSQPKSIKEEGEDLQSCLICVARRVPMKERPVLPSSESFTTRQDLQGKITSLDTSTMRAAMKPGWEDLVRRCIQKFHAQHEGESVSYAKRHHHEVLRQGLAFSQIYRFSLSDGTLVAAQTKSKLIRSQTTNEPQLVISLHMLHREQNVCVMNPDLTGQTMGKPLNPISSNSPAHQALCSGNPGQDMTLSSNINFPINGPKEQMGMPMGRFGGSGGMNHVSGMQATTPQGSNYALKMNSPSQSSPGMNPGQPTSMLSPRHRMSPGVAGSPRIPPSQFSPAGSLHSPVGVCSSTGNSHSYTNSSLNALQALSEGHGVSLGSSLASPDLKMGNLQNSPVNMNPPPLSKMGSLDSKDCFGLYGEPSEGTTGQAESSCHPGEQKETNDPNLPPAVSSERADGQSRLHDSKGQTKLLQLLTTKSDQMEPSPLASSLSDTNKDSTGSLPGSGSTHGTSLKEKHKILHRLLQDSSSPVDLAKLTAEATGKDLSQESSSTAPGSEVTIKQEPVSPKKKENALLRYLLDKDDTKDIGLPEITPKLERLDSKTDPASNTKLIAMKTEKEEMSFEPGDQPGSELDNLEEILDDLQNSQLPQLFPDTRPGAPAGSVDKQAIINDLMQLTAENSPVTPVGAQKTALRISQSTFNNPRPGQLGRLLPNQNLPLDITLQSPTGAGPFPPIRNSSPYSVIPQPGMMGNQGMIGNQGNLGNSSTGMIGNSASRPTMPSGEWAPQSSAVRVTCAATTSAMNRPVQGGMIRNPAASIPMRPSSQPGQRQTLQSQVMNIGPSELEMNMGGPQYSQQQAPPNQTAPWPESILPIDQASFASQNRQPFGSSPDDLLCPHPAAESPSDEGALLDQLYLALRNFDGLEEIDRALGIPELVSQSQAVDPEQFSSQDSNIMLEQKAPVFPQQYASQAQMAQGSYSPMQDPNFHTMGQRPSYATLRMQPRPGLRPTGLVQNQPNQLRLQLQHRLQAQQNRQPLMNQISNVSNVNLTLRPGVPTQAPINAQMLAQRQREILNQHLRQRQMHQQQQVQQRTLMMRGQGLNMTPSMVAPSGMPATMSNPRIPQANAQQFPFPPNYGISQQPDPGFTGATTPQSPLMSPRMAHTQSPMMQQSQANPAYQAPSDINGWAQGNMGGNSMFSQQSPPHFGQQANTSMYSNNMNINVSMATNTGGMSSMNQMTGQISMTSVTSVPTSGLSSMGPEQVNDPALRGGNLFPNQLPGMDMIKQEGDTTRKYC
TROY signal inh = TROY signaling inhibition; inhibition, % at 10 µM; 360,000 compounds, 0.98% hits; AID 1347056; Q293 LMP1-TROYcd NF-kB luciferase reporter, 4 h;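 active = compounds whose plate-normalised and pattern-corrected inhibition of the luciferase reporter signal at the single screening dose is 50% or more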
TLR9-MyD88 block = blocks human TLR9 binding to MyD88; Q9NR96+Q99836; CHO BLA complementation TLR9-MyD88, CCF4 FRET ratio; inhibition, % at 4.98 µM; 340,000 compounds, 0.21% hits; AID 504734;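 active = inhibition above the mean over all tested compounds plus 3 SD, cut at about 21% in these data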;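 also: 0% = DMSO only wells and 100% = clavulanate BLA inhibitor control wells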
NR2F2 inh = NR2F2 (human) inhibition, primary screen. HEK293T NGFI-A luciferase reporter, luminescence. inhibition, % at 8.6 µM. 370,000 compounds, 0.7% hits. AID 686940;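 active = inhibition above a per-plate cutoff, mean inhibition of test wells between control levels plus 3 SD, cut at about 38% in these data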;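 also: cells cotransfected with COUP-TFII expression vector driving the NGFI-A reporter; 0% = median of COUP-TF2 test wells and 100% = reporter-only cells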
* marks the source's active call; other numbers are inactive results; · = no result given. This is a subset, so the mix of outcomes need not match the whole.

1) Cc1ccn2cc(CNS(=O)(=O)c3cccs3)nc2c1
2) CC(=O)Nc1ccc(-c2cc(NC(C)=O)n(-c3ccccc3)n2)cc1
3) CC(C)CC(=O)NC(=S)NNC(=O)c1ccc([N+](=O)[O-])cc1
4) Fc1ccc(CSc2nc3ncc(Br)cc3[nH]2)cc1
5) CC1(C)CC(=O)N(CC(=O)NC2CCCC2)c2ccccc2S1(=O)=O
6) CCN(Cc1ccccc1)C(=O)CS(=O)(=O)c1ccccc1
7) CC1ON=C(c2ccc(F)cc2)NC1=O (stereo unspecified)
8) CCCc1c(C(=O)N/N=C/c2sccc2C)nnn1-c1nonc1N

entry no.	1	2	3	4	5	6	7	8
TRAIL sens C8	9	8	20	15	1	7	-4	-2
NR5A2 inv ag	-20	9	-5	-44	1	-14	-6	-16
EBV LMP1 NFkB	-4	1	5	-6	0	-3	·	1
NCOA1 inh	-17	-10	-3	-33	8	-23	-2	-11
SRC3 inh	-20	25	16	-11	4	2	-8	6
NOD2 RIPK2 PPI	-8	2	-8	0	-4	-4	2	-3
TWEAK Fn14 block	-10	-12	3	-6	9	17	11	-11
SRC2 inh	-69	-22	16	-4	-5	-20	6	-3
TROY signal inh	-5	-12	-11	-30	10	-14	-4	-15
TLR9-MyD88 block	-2	-3	-7	-1	8	-13	·	-1
NR2F2 inh	0	10	1	-6	5	-11	-3	8

9) O=C(CSc1nnnn1C1CCCCC1)NCCc1ccccc1
10) CCCCCCCCNS(=O)(=O)CCNCc1ccccc1
11) Nc1ncnc2c1cnn2-c1ccccc1
12) COc1ccc(-c2nc(CS(=O)CC(=O)NCc3ccc4c(c3)OCO4)c(C)o2)cc1OC (stereo unspecified)
13) Cc1nn(CC(=O)Nc2ccc(Cl)c(S(=O)(=O)N(C)C)c2)c(C)c1[N+](=O)[O-]
14) COc1ccc2oc(C(=O)OCC(=O)N3CC(C)OC(C)C3)c(C)c2c1 (stereo unspecified)
15) CCCCN(CC)CCNC(=O)c1nn(-c2ccc(OC)cc2)c(=O)c2c1c1ccccc1n2C
16) O=C1C(Cl)=C(N2CCOCC2)C(=O)N1c1ccccc1F

entry no.	9	10	11	12	13	14	15	16
TRAIL sens C8	-15	-3	9	2	-3	-4	0	-1
NR5A2 inv ag	4	-13	-21	-30	4	-6	0	5
EBV LMP1 NFkB	-2	0	5	-2	-4	-3	-26	9
NCOA1 inh	-27	2	-15	-7	-7	-20	-16	-22
SRC3 inh	-25	3	-11	12	3	19	-9	-8
NOD2 RIPK2 PPI	0	-2	-6	-7	7	-6	-6	-1
TWEAK Fn14 block	-1	-3	11	14	-11	-14	-7	70*
SRC2 inh	-15	8	-20	-7	16	-10	3	-10
TROY signal inh	-16	7	-1	-7	9	5	-7	6
TLR9-MyD88 block	-5	8	-3	-10	8	-2	-5	-11
NR2F2 inh	-27	6	-9	-1	-14	4	3	-24

Single records, from the list above. Order of screens: TRAIL sens C8 | NR5A2 inv ag | EBV LMP1 NFkB | NCOA1 inh | SRC3 inh | NOD2 RIPK2 PPI | TWEAK Fn14 block | SRC2 inh | TROY signal inh | TLR9-MyD88 block | NR2F2 inh
CCCCCCCCNS(=O)(=O)CCNCc1ccccc1 is entered as -3 | -13 | 0 | 2 | 3 | -2 | -3 | 8 | 7 | 8 | 6
CCCCN(CC)CCNC(=O)c1nn(-c2ccc(OC)cc2)c(=O)c2c1c1ccccc1n2C is entered as 0 | 0 | -26 | -16 | -9 | -6 | -7 | 3 | -7 | -5 | 3
COc1ccc(-c2nc(CS(=O)CC(=O)NCc3ccc4c(c3)OCO4)c(C)o2)cc1OC (stereo unspecified) is entered as 2 | -30 | -2 | -7 | 12 | -7 | 14 | -7 | -7 | -10 | -1

(listing goes on)
17) COc1ccc(-c2[nH]c(-c3ccccc3)nc2SCC(=O)Nc2nccs2)cc1
18) COc1ccc2c(C)cc(SCC(=O)Nc3cc(C(N)=O)cc(C(N)=O)c3)nc2c1
19) COc1ccc(CC(=O)N/N=C(\C)CC(=O)Nc2ccc(N(C)C)cc2)cc1OC
20) Cn1nc(C(=O)NCCCN2CCCCC2)c2c1-c1ccccc1SC2
21) Cc1cc([N+](=O)[O-])nn1Cn1nc([N+](=O)[O-])cc1C
22) O=c1c(-n2cncn2)c[nH]n1-c1cccc(Cl)n1
23) COc1ccc(CCN(C)C2CCCN(S(C)(=O)=O)C2)cc1OC (stereo unspecified)
24) CC(C)c1ccccc1OCC(=O)Nc1ccccc1C(=O)N1CCOCC1

entry no.	17	18	19	20	21	22	23	24
TRAIL sens C8	-10	18	0	2	3	-1	4	4
NR5A2 inv ag	-1	-3	-12	6	-3	-18	-3	-1
EBV LMP1 NFkB	-8	5	-10	-28	-2	2	-10	6
NCOA1 inh	3	6	-23	-12	5	-8	-1	2
SRC3 inh	-27	-4	-6	-14	5	11	-11	7
NOD2 RIPK2 PPI	-9	-22	-1	4	-5	-4	3	7
TWEAK Fn14 block	15	-5	10	22	-4	-5	-2	0
SRC2 inh	1	-2	-16	-10	-32	19	-8	-6
TROY signal inh	-7	21	0	4	3	-38	1	-12
TLR9-MyD88 block	-1	-9	0	4	5	0	-12	-10
NR2F2 inh	10	13	16	-50	4	1	16	8

25) Cc1[nH]nc2c1C(c1cccc(O)c1)C1=C(CC(C)(C)CC1=O)N2 (stereo unspecified)
26) CCn1c(SCc2cc(=O)[nH]c3ccccc23)nc2c1c(=O)n(C)c(=O)n2C
27) O=C(Nc1ccc(S(=O)(=O)N2CCCCC2)cc1)C1CCCN(C(=O)c2ccc(Cl)cc2)C1 (stereo unspecified)
28) CC(C)C[C@@H](C(=O)NCC1CCCO1)N1C(=O)N2CCc3c([nH]c4ccccc34)[C@@]2(C)C1=O (stereo partly specified)
29) COc1ccccc1CNC(=O)C1CCC(CNS(=O)(=O)c2ccccc2)CC1 (stereo unspecified)
30) Cc1ccc(NC(=O)COC(=O)CCc2c[nH]c3ccccc23)cc1[N+](=O)[O-]
31) CC1(C)CC(=O)C2=C(C1)OC(N)=C([N+](=O)[O-])C2c1ccc(C#N)s1 (stereo unspecified)
32) c1ccc(-c2nc(-c3cccnc3)cs2)cc1

entry no.	25	26	27	28	29	30	31	32
TRAIL sens C8	-12	-29	15	0	-2	-7	-2	-15
NR5A2 inv ag	14	12	2	11	15	-7	7	-55
EBV LMP1 NFkB	-92	1	11	-5	3	-1	6	-23
NCOA1 inh	1	-12	6	10	-4	-4	-7	-45
SRC3 inh	-9	-2	-7	-8	-14	12	4	-57
NOD2 RIPK2 PPI	-2	4	8	-16	-1	2	-6	-1
TWEAK Fn14 block	0	12	28	-5	11	-3	1	-1
SRC2 inh	-29	10	-6	-13	-5	-30	-18	-38
TROY signal inh	-51	4	28	-4	8	17	-3	-41
TLR9-MyD88 block	-5	7	-3	-14	5	-1	-3	-3
NR2F2 inh	-7	6	25	16	15	5	-2	-6

33) CCN(C(=O)COC(=O)CCC(=O)c1cccs1)c1ccccc1
34) Nc1cc2c(cc1C(=O)c1ccccc1)OCCO2
35) COc1ccc(NC(=O)[C@@H](NC(=O)N2C[C@H]3C[C@@H](C2)c2cccc(=O)n2C3)C(C)C)cc1OC
36) O=[N+]([O-])c1ccc2c(c1)C(N1CCOCC1)/C(=C/COc1ccc3ccccc3c1Br)O2 (stereo unspecified)
37) CSc1cc(-c2ccc(Cl)cc2)c(C(=O)N2CCCC2)s1
38) Cc1ccc(C)c(Cn2nnc3c(=O)[nH]c(C4CCN(S(=O)(=O)c5ccc(S(=O)(=O)N(C)C)cc5)CC4)nc32)c1
39) CCOC(=O)c1c(C)n(OC)c2ccc3c(no[n+]3[O-])c12
40) COc1ccc(CSCC(=O)NN=C2CCN(C)CC2)cc1

entry no.	33	34	35	36	37	38	39	40
TRAIL sens C8	-8	-11	-11	-9	-13	6	-20	-7
NR5A2 inv ag	0	19	1	4	-26	-10	-21	-4
EBV LMP1 NFkB	3	-9	9	2	2	-24	-11	-6
NCOA1 inh	6	-18	-1	-38	4	11	-14	-42
SRC3 inh	-10	18	8	2	-4	-9	10	2
NOD2 RIPK2 PPI	-9	-9	-1	-3	3	-2	-8	-5
TWEAK Fn14 block	7	10	8	7	4	-3	-13	-15
SRC2 inh	0	-35	16	-35	-13	-18	-1	-29
TROY signal inh	1	-4	1	21	16	-21	10	-9
TLR9-MyD88 block	7	-3	-50	-1	7	-6	7	0
NR2F2 inh	18	13	2	11	-6	-8	12	-15

41) CCN(CCCCCCN)c1ccc2c(=O)[nH][nH]c(=O)c2c1
42) Cc1cc(Cl)c(S(=O)(=O)N2CCN(c3ccccc3)CC2)cc1OCC(N)=O
43) O=C(O)C(=O)/C(=C\c1ccc([N+](=O)[O-])cc1)c1ccc2ccccc2n1
44) O=C(NCCCN1CCCCC1)c1ccc2c(c1)ncn2C1CCCC1
45) Cc1nnc2n1N=CC=C(c1ccccc1)S2
46) Cc1csc(SCC(=O)Nc2sc3c(c2C#N)CCC3)n1
47) Cc1ccccc1NS(=O)(=O)c1ccc(C(=O)NN2CCCCC2)cc1
48) COC(=O)CC1C(=O)NCCN1C(=O)c1oc2c(C)c(C)ccc2c1C (stereo unspecified)
49) COc1ccc(-c2nn(-c3ccccc3)cc2/C=C2/SC(=S)N(CCC(=O)O)C2=O)cc1
50) Cc1cccc(C)c1NC(=O)C(c1ccccc1)N1CCN(c2ccc(F)cc2)CC1 (stereo unspecified)

entry no.	41	42	43	44	45	46	47	48	49	50
TRAIL sens C8	-2	-19	7	-16	-4	5	16	-9	5	0
NR5A2 inv ag	-18	0	-95	-17	-5	-8	-4	-13	-11	15
EBV LMP1 NFkB	1	4	-23	-15	-3	-9	7	0	-8	·
NCOA1 inh	17	-4	-106	-15	-48	2	5	-33	8	-1
SRC3 inh	0	-3	-82	14	-10	-15	3	-18	0	10
NOD2 RIPK2 PPI	-11	-1	-1	-6	6	-33	7	-4	-9	-6
TWEAK Fn14 block	-8	7	-19	-4	8	1	-1	-16	-16	-12
SRC2 inh	-6	13	-57	6	-10	-5	3	-9	-26	-19
TROY signal inh	0	14	-28	-16	-13	13	5	-24	10	18
TLR9-MyD88 block	-8	3	4	-5	-2	-2	-5	-10	-3	·
NR2F2 inh	14	18	-51	5	-24	-8	3	-2	8	3

Screens: PubChem BioAssay, several laboratories
